Screening results (PubChem BioAssay)
TcdB GH inh: inhibitors of Clostridioides difficile toxin B glycohydrolase. inhibition, % at 9.99 µM. actives 0.24% (n = 350,000). P18177. AID 652162. TcdB glycohydrolase enzymatic assay, plate reader; in the data active = inhibition above about 10%
Target sequence (P18177 whole entry, looked up): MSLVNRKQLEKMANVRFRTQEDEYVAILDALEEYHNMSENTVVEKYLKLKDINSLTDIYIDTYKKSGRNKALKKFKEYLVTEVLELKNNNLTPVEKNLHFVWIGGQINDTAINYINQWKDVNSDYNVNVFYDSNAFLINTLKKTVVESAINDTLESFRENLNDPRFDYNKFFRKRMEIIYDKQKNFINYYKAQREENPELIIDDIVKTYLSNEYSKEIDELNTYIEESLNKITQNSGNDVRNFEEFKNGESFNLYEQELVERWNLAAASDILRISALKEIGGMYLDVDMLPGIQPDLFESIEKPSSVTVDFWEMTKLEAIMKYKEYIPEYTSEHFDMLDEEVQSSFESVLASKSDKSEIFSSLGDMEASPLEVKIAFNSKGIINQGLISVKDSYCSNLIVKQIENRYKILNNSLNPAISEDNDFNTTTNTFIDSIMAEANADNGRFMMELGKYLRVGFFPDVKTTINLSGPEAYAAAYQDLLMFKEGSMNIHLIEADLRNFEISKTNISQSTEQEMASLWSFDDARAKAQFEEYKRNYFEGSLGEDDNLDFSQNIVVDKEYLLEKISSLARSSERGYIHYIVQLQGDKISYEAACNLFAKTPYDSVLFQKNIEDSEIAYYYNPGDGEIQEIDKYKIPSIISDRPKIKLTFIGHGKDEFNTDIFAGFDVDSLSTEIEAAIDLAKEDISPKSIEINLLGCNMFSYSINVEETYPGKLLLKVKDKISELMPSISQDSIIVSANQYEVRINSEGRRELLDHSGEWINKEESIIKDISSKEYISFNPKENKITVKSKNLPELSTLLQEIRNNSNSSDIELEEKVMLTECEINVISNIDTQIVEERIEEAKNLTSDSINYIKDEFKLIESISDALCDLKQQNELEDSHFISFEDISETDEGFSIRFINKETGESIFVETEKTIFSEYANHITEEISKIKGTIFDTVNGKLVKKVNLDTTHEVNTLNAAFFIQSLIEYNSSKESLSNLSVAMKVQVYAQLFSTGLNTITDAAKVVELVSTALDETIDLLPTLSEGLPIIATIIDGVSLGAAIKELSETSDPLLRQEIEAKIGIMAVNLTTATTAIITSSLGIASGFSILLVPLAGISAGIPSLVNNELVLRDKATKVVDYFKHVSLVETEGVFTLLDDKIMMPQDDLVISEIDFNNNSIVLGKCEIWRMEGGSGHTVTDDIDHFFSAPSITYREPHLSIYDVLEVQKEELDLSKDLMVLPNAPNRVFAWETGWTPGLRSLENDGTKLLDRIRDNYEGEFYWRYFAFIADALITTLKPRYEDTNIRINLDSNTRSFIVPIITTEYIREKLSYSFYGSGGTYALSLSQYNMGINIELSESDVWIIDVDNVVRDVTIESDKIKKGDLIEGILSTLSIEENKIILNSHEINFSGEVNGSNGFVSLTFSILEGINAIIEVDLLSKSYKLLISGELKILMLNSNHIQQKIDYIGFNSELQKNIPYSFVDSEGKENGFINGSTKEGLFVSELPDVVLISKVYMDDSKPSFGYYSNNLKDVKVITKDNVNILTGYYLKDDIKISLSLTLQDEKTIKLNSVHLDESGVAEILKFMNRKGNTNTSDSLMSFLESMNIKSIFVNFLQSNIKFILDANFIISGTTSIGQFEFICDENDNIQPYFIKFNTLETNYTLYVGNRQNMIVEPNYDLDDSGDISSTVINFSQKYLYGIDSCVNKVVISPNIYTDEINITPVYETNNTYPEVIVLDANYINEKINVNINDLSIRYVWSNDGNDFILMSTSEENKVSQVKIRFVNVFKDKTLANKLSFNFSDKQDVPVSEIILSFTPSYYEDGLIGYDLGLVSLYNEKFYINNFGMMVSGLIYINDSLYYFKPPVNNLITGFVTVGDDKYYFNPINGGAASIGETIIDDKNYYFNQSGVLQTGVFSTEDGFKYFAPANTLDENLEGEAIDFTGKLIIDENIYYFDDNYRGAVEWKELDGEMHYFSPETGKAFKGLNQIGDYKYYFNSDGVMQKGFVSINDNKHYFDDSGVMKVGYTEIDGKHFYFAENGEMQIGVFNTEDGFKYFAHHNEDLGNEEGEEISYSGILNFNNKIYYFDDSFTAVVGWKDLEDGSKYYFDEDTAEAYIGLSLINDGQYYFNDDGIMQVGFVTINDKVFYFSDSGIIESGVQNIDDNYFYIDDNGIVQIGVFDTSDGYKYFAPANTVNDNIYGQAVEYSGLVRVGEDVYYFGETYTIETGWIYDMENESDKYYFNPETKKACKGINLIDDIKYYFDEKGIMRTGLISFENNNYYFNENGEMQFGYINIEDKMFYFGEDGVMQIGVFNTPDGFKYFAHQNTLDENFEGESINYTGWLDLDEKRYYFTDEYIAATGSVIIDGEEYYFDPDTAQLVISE
Y pestis TopoI: Y. pestis Topo-I inhibition via cleavage products. activity, % at 10 µM. actives 0.064% (n = 360,000). Y. pestis Topo-I cleavage product accumulation, plate reader; in the data active = activity above about 50%, passing the limit was not always enough; also: inactives centre near 2
Rv3671c protease: inhibitors of M. tuberculosis serine protease Rv3671c. inhibition, % at 5.96 µM. actives 0.048% (n = 320,000); in the data active = inhibition above about 38%;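 also: extracellular domain of Rv3671c used as enzyme; 0% = enzyme with DMSO and 100% = no enzyme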
Vc quorum ag: inducers of Vibrio cholerae quorum light production without autoinducers | V. cholerae BH1578 lux reporter, luminescence, 6 h | activation, % at 18.7 µM | actives 0.16% (n = 350,000); in the data active = activation mostly above about 9.7%, no sharp cut-off; also: not every result past the cut was called active; inactives centre near 0; reference of the scale not given here
SARS 3CLpro inh: SARS-CoV 3CLpro protease inhibition. P0C6X7. actives 0.14% (n = 290,000). inhibition, % at 6 µM. recombinant SARS-CoV 3CLpro, quenched FRET peptide cleavage; in the data active = inhibition above about 12%
DUSP3 inh: DUSP3 (human) phosphatase inhibition | P51452 | recombinant VHR phosphatase, pNPP absorbance | inhibition, % at 13.3 µM | actives 0.52% (n = 290,000); in the data active = inhibition above about 50%; also: some compounds called inactive have numbers as strong as hits
SSB-PriA inh: K. pneumoniae PriA-SSBct interaction inhibition. actives 0.6% (n = 430,000). inhibition, % at 33 µM. AlphaScreen SSBct-PriA binding, biotinylated peptide; in the data active = inhibition mostly above about 37%, no sharp cut-off; inactive = mostly below about 20%;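 also: plate controls were negative control peptide for no effect and reference peptide for full effect; strong numbers were not always called active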
PfHsp40 rescue: rescue of PfHsp40-mediated yeast toxicity; S. cerevisiae expressing PfHsp40, growth rescue, ATP luminescence; growth rescue, % at 12.5 µM; actives 0.68% (n = 340,000); in the data active = growth rescue above about 28%, passing the limit was not always enough;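 also: yeast W303a lacking pdr1 and pdr3 grown in galactose medium; growth measured after three days at 30 °C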
Anthrax LF prot: blocks Bacillus anthracis lethal factor protease. P15917. multiplex microsphere protease cleavage assay, LF. inhibition, % at 10 µM. actives 0.12% (n = 360,000); in the data active = inhibition above about 30%; also: plate controls were buffer without enzyme for full effect and enzyme alone for no effect
MazF activator: MazEF (E. coli) toxin RNase activation; P0AE70; FAM/BHQ RNA-DNA oligo cleavage fluorescence, 5 h; activation, % at 20 µM; actives 0.32% (n = 350,000); AID 504720; in the data active = activation above about 50%
* hit, by the source's call; & = joins results of further samples. These rows are one share of the data. The share of hits here may be higher or lower than overall.

Start of the listing, in advance, three compounds:
Screening O=C(O)CCc1nc(-c2ccccc2Cl)no1 returned Y pestis TopoI 0, Rv3671c protease 8, Vc quorum ag inactive, SARS 3CLpro inh 3, DUSP3 inh 15, SSB-PriA inh -16, PfHsp40 rescue -0.6, Anthrax LF prot -6 and MazF activator 0.
`OC[C@@H]1CN(Cc2ccc(Cl)cc2)C[C@H](n2cnc3c(NC4CCC4)ncnc32)O1` gave TcdB GH inh -1.0, Y pestis TopoI 12, Vc quorum ag inactive and Anthrax LF prot 4.
Screening Cc1cccc(Nc2nc(-c3sc(C)nc3C)cs2)c1 returned TcdB GH inh 0.6, Y pestis TopoI 6, Rv3671c protease -1, Vc quorum ag 2.1, SARS 3CLpro inh 0, DUSP3 inh -40, SSB-PriA inh -14, PfHsp40 rescue 0.6, Anthrax LF prot -9 and MazF activator -33.

This part in full, previewed entries included:
Screening O=C(O)CCc1nc(-c2ccccc2Cl)no1 returned Y pestis TopoI 0, Rv3671c protease 8, Vc quorum ag inactive, SARS 3CLpro inh 3, DUSP3 inh 15, SSB-PriA inh -16, PfHsp40 rescue -0.6, Anthrax LF prot -6 and MazF activator 0.
`OC[C@@H]1CN(Cc2ccc(Cl)cc2)C[C@H](n2cnc3c(NC4CCC4)ncnc32)O1` gave TcdB GH inh -1.0, Y pestis TopoI 12, Vc quorum ag inactive and Anthrax LF prot 4.
Screening Cc1cccc(Nc2nc(-c3sc(C)nc3C)cs2)c1 returned TcdB GH inh 0.6, Y pestis TopoI 6, Rv3671c protease -1, Vc quorum ag 2.1, SARS 3CLpro inh 0, DUSP3 inh -40, SSB-PriA inh -14, PfHsp40 rescue 0.6, Anthrax LF prot -9 and MazF activator -33.
O=C(NC1CCCCC1)C(c1ccco1)N(C(=O)c1csnn1)C1CCCC1 (centres undefined) was read as Y pestis TopoI -4, Rv3671c protease -5, Vc quorum ag inactive, SARS 3CLpro inh 0, DUSP3 inh 5, SSB-PriA inh 9, PfHsp40 rescue 0.1, Anthrax LF prot 3 and MazF activator 0.
CC(=O)c1cnc2c(C(=O)O)cnn2c1C was read as TcdB GH inh 0.9, Y pestis TopoI 1, Rv3671c protease -3, Vc quorum ag -0.3, SARS 3CLpro inh 1, DUSP3 inh 36, SSB-PriA inh -13, PfHsp40 rescue -0.4, Anthrax LF prot 2 and MazF activator 3.
`COc1ccc(-n2c(SCC(N)=O)nnc2-c2ccco2)cc1` gave TcdB GH inh 0.3, Y pestis TopoI 2, Rv3671c protease -4, Vc quorum ag -0.9, SARS 3CLpro inh 0, DUSP3 inh 0, SSB-PriA inh -15, PfHsp40 rescue -0.6, Anthrax LF prot -14 and MazF activator 5.
`C[C@H]1COC(=O)[C@@H](CC(=O)OC(C)(C)C)C/C=C\C[C@@H](CC(=O)N(CCO)Cc2ccccc2)C(=O)N1` gave TcdB GH inh 1.0, Y pestis TopoI 13, Rv3671c protease 0, Vc quorum ag -0.5, SSB-PriA inh -5, PfHsp40 rescue 1.2, Anthrax LF prot -7 and MazF activator 1.
For Cc1ccc(S(=O)(=O)N(C)C)cc1NC(=O)CSc1nnnn1-c1ccc(O)cc1 the results were TcdB GH inh -0.3, Y pestis TopoI 3, Rv3671c protease -1, Vc quorum ag 0.8, SARS 3CLpro inh -2, DUSP3 inh 12, SSB-PriA inh 0, PfHsp40 rescue 2.7, Anthrax LF prot 1 and MazF activator 8.
CCOC(=O)c1ccc(NC(=O)NCCc2cnc[nH]2)cc1 was read as TcdB GH inh 0.2, Y pestis TopoI -9, Rv3671c protease -6, Vc quorum ag inactive, SARS 3CLpro inh -2, DUSP3 inh 2, SSB-PriA inh -6, PfHsp40 rescue -1.5, Anthrax LF prot -15 and MazF activator 3.
Screening C=CCOc1cccc(C2/C(=C(\O)c3ccc4c(c3)OCCO4)C(=O)C(=O)N2Cc2cccnc2)c1 (centres undefined) returned TcdB GH inh 0.8, Y pestis TopoI -5, Rv3671c protease -10, Vc quorum ag 4.3, SARS 3CLpro inh 4, DUSP3 inh 10, PfHsp40 rescue 1.4, Anthrax LF prot -3 and MazF activator 2.
CN(C)CCC(=O)N1c2ccccc2Sc2ccc(Cl)cc21 was read as TcdB GH inh 0.4, Y pestis TopoI 2, Rv3671c protease 5, Vc quorum ag -0.1, SARS 3CLpro inh -1, DUSP3 inh 27, SSB-PriA inh -19, PfHsp40 rescue -1.4, Anthrax LF prot -3 and MazF activator 1.
Screening COc1cccc(-c2c(C(=O)N/N=C/c3ccc(C)s3)nnn2-c2nonc2N)c1 returned TcdB GH inh 1.9, Y pestis TopoI -10, Rv3671c protease 20, Vc quorum ag inactive, SARS 3CLpro inh 2, DUSP3 inh 25, PfHsp40 rescue -0.4, Anthrax LF prot -1 and MazF activator 10.
C=CCn1c(SCC(=O)N(CC)C2CCS(=O)(=O)C2)nc2cc(C(=O)O)ccc2c1=O (centres undefined) was read as TcdB GH inh -0.2, Y pestis TopoI 1, Rv3671c protease 0, Vc quorum ag inactive, SSB-PriA inh 5, PfHsp40 rescue 0.7, Anthrax LF prot 12 and MazF activator 5.
For Cc1cccc(C=Nc2ccc3c(c2)oc2ccccc23)c1O the results were TcdB GH inh 0.1, Y pestis TopoI -13, Rv3671c protease 8, Vc quorum ag -1.7, SARS 3CLpro inh -2, DUSP3 inh 5, SSB-PriA inh 8, PfHsp40 rescue 0.0, Anthrax LF prot -5 and MazF activator -5.
`COc1cc(C=C2C(=O)OC(c3ccccc3)OC2=O)cc(Br)c1O` (centres undefined) gave TcdB GH inh -7.3, Y pestis TopoI -9, Rv3671c protease 2, Vc quorum ag -0.8, SARS 3CLpro inh 2, DUSP3 inh 31, SSB-PriA inh -1, PfHsp40 rescue -0.7, Anthrax LF prot 3 and MazF activator -12.
For CCOc1ccccc1NC(=S)N(CCC(C)C)C1CCN(C(C)=O)CC1 the results were TcdB GH inh 0.9, Y pestis TopoI 7, Rv3671c protease 3, Vc quorum ag -0.2, SARS 3CLpro inh -3, DUSP3 inh 12, SSB-PriA inh 3, PfHsp40 rescue -1.3, Anthrax LF prot -2 and MazF activator -2.
For O=S(=O)(Nc1ccc(Cl)cn1)c1cccc(S(=O)(=O)c2ccccc2)c1 the results were TcdB GH inh 1.7, Y pestis TopoI 7, Rv3671c protease 9, Vc quorum ag -0.9, SARS 3CLpro inh 4, DUSP3 inh 22, SSB-PriA inh -12, PfHsp40 rescue 0.8, Anthrax LF prot -10 and MazF activator -5.
`CCN(CC)C(=O)Nc1ccc(C(=O)OC)cc1` gave Y pestis TopoI 8, Rv3671c protease 5, Vc quorum ag -0.3, SARS 3CLpro inh -2, DUSP3 inh 15, SSB-PriA inh -20&-26, PfHsp40 rescue 0.5, Anthrax LF prot 3 and MazF activator -1.
`CC(C)COC(=O)C(C#N)c1nc2ccccc2nc1N1CCN(Cc2ccccc2)CC1` (centres undefined) gave Y pestis TopoI -1, Rv3671c protease -7, SARS 3CLpro inh 3, DUSP3 inh 21, SSB-PriA inh -11, PfHsp40 rescue 0.7, Anthrax LF prot 9 and MazF activator -9.
`COc1ccc(N2CCN(C(=O)CN(Cc3ccccc3)S(C)(=O)=O)CC2)cc1` gave TcdB GH inh 0.8, Y pestis TopoI 8, Rv3671c protease -4, Vc quorum ag -1.4, SARS 3CLpro inh -3, DUSP3 inh 24, SSB-PriA inh 15, PfHsp40 rescue 1.0, Anthrax LF prot 0 and MazF activator -6.
For O=C(CN1CCOCC1)NCCC12CC3CC(CC(C3)C1)C2 the results were Y pestis TopoI 12, Rv3671c protease 7, Vc quorum ag 10, SARS 3CLpro inh -3, DUSP3 inh 23, SSB-PriA inh -19, PfHsp40 rescue 0.1, Anthrax LF prot -1 and MazF activator 1.
For CCC1=C(OC(=O)N(CC)CC)N2C(=O)OC(=NCC(=O)OC)[C@]2(C)[C@H]2C1=CC[C@H]1C(=O)NC(=O)[C@H]12 the results were TcdB GH inh -0.1, Y pestis TopoI -2, Rv3671c protease 1, Vc quorum ag inactive, DUSP3 inh 7, SSB-PriA inh -26, PfHsp40 rescue 0.8, Anthrax LF prot 1 and MazF activator 11.
`Cc1ccc(S(=O)(=O)NC(C)C(=O)NCc2ccc(Cl)cc2)cc1` (centres undefined) gave TcdB GH inh 0.4, Y pestis TopoI 8, Rv3671c protease -4, Vc quorum ag -0.6, SSB-PriA inh -2 and MazF activator 5.
Screening Cc1cc(NC(=O)CCC(=O)N(c2ccccc2)C(C(=O)NC2CCCC2)c2ccccc2)no1 (centres undefined) returned Y pestis TopoI 19, Rv3671c protease 1, Vc quorum ag inactive, SARS 3CLpro inh 2, DUSP3 inh -5, SSB-PriA inh -3, PfHsp40 rescue -0.9, Anthrax LF prot -2 and MazF activator -9.
`COc1cccc(NC(=O)CCCn2c(=S)[nH]c3ccccc3c2=O)c1` gave Y pestis TopoI 2, Rv3671c protease -4, SARS 3CLpro inh 8, DUSP3 inh 12, SSB-PriA inh -14, PfHsp40 rescue 4.1, Anthrax LF prot -5 and MazF activator -4.
`Cc1ccc(Oc2ncccc2NC(=O)CCCC(=O)O)c2c1CCC2` gave TcdB GH inh 0.8, Y pestis TopoI 1, Rv3671c protease -3, Vc quorum ag inactive, SARS 3CLpro inh -4, DUSP3 inh 13, SSB-PriA inh 6, Anthrax LF prot -4 and MazF activator -4.
For O=[N+]([O-])c1ccccc1CNC1CCCc2ccccc21 (centres undefined) the results were TcdB GH inh 0.8, Y pestis TopoI -4, Rv3671c protease 0, Vc quorum ag -0.5, SARS 3CLpro inh 1, DUSP3 inh 15, SSB-PriA inh -11, PfHsp40 rescue 1.1, Anthrax LF prot -5 and MazF activator -39.
O=C(NC1CC2CCC(C1)N2C(=O)NCc1ccccc1)NC12CC3CC(CC(C3)C1)C2 (centres undefined) was read as Y pestis TopoI -5, Rv3671c protease -11, Vc quorum ag inactive, SARS 3CLpro inh -4, DUSP3 inh 45, SSB-PriA inh -8, PfHsp40 rescue -0.5, Anthrax LF prot -1 and MazF activator 2.
Screening Cc1c(O)c(C)c2c(c1O)C(=O)C[C@@H](c1ccccc1)O2 returned TcdB GH inh 0.8, Y pestis TopoI 5, Rv3671c protease -57, Vc quorum ag -0.3, SSB-PriA inh -5, PfHsp40 rescue -1.2, Anthrax LF prot 2 and MazF activator 3.
`S=c1nc2ccccc2c2nc(-c3ccccc3Cl)[nH]n12` gave TcdB GH inh -2.4, Y pestis TopoI 5, Rv3671c protease -11, Vc quorum ag 0.0, SARS 3CLpro inh 2, DUSP3 inh 17, SSB-PriA inh -10, PfHsp40 rescue 3.0, Anthrax LF prot -5 and MazF activator -5.
COc1cccc(COc2ccccc2C2Nc3ccc(Br)cc3C(=O)N2NC(=O)c2ccncc2)c1 (centres undefined) was read as Y pestis TopoI 8, Rv3671c protease -12, Vc quorum ag inactive, SARS 3CLpro inh 3, DUSP3 inh 16, SSB-PriA inh -4, PfHsp40 rescue 1.5, Anthrax LF prot 0 and MazF activator -14.
For CCCOC(=O)C(C)n1cnc2sc(C)c(C)c2c1=O (centres undefined) the results were Y pestis TopoI -6, Rv3671c protease -3, Vc quorum ag inactive, SARS 3CLpro inh 1, DUSP3 inh 12, SSB-PriA inh -15, PfHsp40 rescue -0.6, Anthrax LF prot 0 and MazF activator 12.
`COc1cccc(CN(C(=O)c2ccccc2Cl)C2CCS(=O)(=O)C2)c1` (centres undefined) gave TcdB GH inh 1.5, Y pestis TopoI 0, Rv3671c protease -10, Vc quorum ag inactive, SARS 3CLpro inh -3, DUSP3 inh 6, SSB-PriA inh 5, PfHsp40 rescue 0.8, Anthrax LF prot 1 and MazF activator 2.
`O=C(Nc1cccc(OC(F)(F)F)c1)C1Cc2c(-c3ccco3)ccnc2O1` (centres undefined) gave TcdB GH inh 0.2, Y pestis TopoI 9, Vc quorum ag -0.3 and Anthrax LF prot -3.
For c1ccc2c(c1)CCCN2c1nc2ccccc2n2cnnc12 the results were TcdB GH inh 4.2, Y pestis TopoI 2, Rv3671c protease 8, Vc quorum ag -0.1, SARS 3CLpro inh -1, DUSP3 inh -4, SSB-PriA inh -361, PfHsp40 rescue -2.0, Anthrax LF prot -3 and MazF activator 5.
